Compound activity deposited in PubChem BioAssay by several laboratories.
HIF act: HIF pathway transcriptional activation; activation, % at 7.5 µM (by protocol); actives 0.32% (n = 300,000); U2OS HRE-luciferase reporter, luminescence; normalized: DMSO 0%, desferrioxamine 100%;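 active = mean activation of at least 10% of the iron chelator positive control signal, with at least half of replicates also reaching 10%; inconclusive = mean and replicate majority disagree about reaching 10%; inactive = mean and most replicates under 10%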
HSF1 activator: increases HSF-1 driven luciferase reporter signal; NIH3T3-HGL HSF-1 luciferase reporter, MG132, 8 h; 100% = twice DMSO control signal; activation, % at 9 µM; actives 1.7% (n = 300,000);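 active = mean replicate activation of at least 50% with a set share of replicates each reaching 50%; inconclusive = only one of those two conditions met; inactive = mean below 50% and too few replicates reaching it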;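 also: 0% = median of the neutral control wells and 100% = twice that signal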
HSP90 refold inh: HSP90 refolding inhibition in rabbit reticulocyte lysate | luciferase refolding luminescence, 3 h | inhibition, % at 5.6 µM | actives 0.91% (n = 290,000) | AID 1789;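 active = inhibition above the screen-wide mean plus 3 SD, computed separately per campaign, cut at about 16% in these data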;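 also: 0% = DMSO wells and 100% = 60 µM geldanamycin wells; inhibitors lower the luminescence because luciferase stays unfolded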
GSK3B inh: blocks human GSK3beta kinase activity | AID 2097 | P49841 | actives 0.038% (n = 300,000) | activity score (negative = inhibition), % at 10 µM | GST-GSK3beta kinase, ADP-Glo luminescence, 60 min; active compounds read low;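 active = more than half of replicate wells score below -50%, meaning over 50% inhibition versus plate controls; inconclusive = some replicates but at most half score below -50%; inactive = no replicate scores below -50%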;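 also: 0% = median DMSO wells and -100% = median GW8510 positive control wells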
Target sequence (P49841 whole entry, looked up): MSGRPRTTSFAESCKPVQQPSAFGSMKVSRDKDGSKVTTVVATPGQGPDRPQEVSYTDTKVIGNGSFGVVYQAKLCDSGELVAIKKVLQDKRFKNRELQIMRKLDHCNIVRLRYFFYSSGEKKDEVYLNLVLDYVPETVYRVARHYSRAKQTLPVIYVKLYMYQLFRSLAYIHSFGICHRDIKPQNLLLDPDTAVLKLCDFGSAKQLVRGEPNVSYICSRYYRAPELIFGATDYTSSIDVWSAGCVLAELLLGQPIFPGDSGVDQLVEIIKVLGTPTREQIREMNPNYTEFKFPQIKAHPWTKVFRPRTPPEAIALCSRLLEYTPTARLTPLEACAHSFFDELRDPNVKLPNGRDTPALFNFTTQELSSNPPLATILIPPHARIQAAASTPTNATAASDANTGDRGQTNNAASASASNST
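test system = GST-tagged human GSK3beta kinase, cell-free | reagent = 25 µM ATP with peptide substrate | dosing = one dose of 10 µM per compound | schedule = 60 min reaction, RT | detection = luminescent ADP-Glo measurement of ADP formed | control set = DMSO neutral wells and GW8510 at 20 µM as positive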
AI-2 QS mod: modulators of Vibrio harveyi AI-2 quorum sensing system; Vibrio harveyi JMH597 AI-2 luminescence/OD600 ratio, 9 h; active compounds read low; strain lacks LuxN and CqsS sensors; 0 = neutral-control median; activity change, % at 7.5 µM; actives 0.4% (n = 300,000); AID 2094; in the data active = activity change below about -75%, passing the limit was not always enough; inconclusive = no clear call, values can overlap the other calls;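 also: luminescence divided by OD600 gain over 9 h not by final OD600 alone; inactives centre near 13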
KLF5 inh: suppresses KLF5 promoter-driven expression; DLD-1 KLF5 promoter-luciferase reporter, luminescence; inhibition, % at 5 µM; actives 0.23% (n = 290,000); AID 1700;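 active = inhibition above a per-plate limit of that plate's mean compound inhibition plus 3 SD, cut at about 60% in these data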;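 also: 0% = DMSO wells and 100% = LY294002 at 200 µM; higher means less KLF5 promoter-driven luciferase light; inactives centre near -14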
HSF1 inh: HSF1 inhibition; NIH3T3-HGL HSE-luciferase, MG132-induced, luminescence 8 h; active compounds read low; activity change, negative = inhibition, % at 7.5 µM (by protocol); actives 0.77% (n = 300,000);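 active = more than half of replicate wells show activity change below -50%, luminescence cut by over half; inconclusive = some wells, but at most half, below -50%; inactive = no replicate well below -50%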;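 also: luciferase reports HSF-1 transcriptional activity via heat shock element; 0% = median of DMSO wells and -100% = zero luminescence signal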
IEC-6 cytotox: kills IEC-6 intestinal cells in KLF5 counter-screen. IEC-6 cytotoxicity, luminescence viability. inhibition, % at 5 µM. actives 0.78% (n = 290,000). AID 1825; in the data active = inhibition above about 22%;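 also: 0% = plate median of test compound wells and 100% = cytotoxic reference compound wells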
aSyn UTR inh: MLPCN primary screen, SNCA 5' untranslated region; actives 0.82% (n = 300,000); inhibition, % (tested at 7.5 µM); alpha-synuclein 5'UTR reporter, inhibitor activity; in the data active = inhibition above about 60%; inconclusive = no clear call, values can overlap the other calls;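 also: H4 neuroglioblastoma cells stably carrying SNCA 5'UTR luciferase fusion; 0% = DMSO wells and 100% = positive control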
GSK3A inh: blocks human GSK-3 alpha kinase | P49840 | ADP-Glo luminescence, 60 min | inhibition, % at 10 µM | actives 0.1% (n = 320,000) | AID 2650;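 in the data active = inhibition above about 50%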;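 also: GST-tagged GSK-3 alpha with peptide substrate and 25 µM ATP; 0% = DMSO neutral wells and 100% = GW8510 positive control wells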
Target sequence (P49840 whole entry, looked up): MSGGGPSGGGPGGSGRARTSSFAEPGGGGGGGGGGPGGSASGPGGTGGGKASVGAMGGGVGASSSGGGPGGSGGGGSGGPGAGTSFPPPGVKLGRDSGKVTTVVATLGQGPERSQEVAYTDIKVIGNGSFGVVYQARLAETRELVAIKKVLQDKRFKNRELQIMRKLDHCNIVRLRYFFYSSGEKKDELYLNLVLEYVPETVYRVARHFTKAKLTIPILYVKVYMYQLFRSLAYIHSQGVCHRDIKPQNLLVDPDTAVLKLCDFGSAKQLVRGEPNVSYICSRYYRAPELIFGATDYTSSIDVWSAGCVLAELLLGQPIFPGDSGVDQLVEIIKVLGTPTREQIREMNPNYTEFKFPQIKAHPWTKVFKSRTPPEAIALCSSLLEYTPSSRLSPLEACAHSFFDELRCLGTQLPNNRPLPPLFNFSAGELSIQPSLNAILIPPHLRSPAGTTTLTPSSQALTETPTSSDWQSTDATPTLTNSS
The depositor's hits bear a star; ? = inconclusive; nt = no result given.

canonical_smiles,GSK3A inh,KLF5 inh,HSF1 inh,GSK3B inh,HIF act,aSyn UTR inh,IEC-6 cytotox,HSP90 refold inh,AI-2 QS mod,HSF1 activator
COc1ccc(NC(=O)Cn2nnc(-c3ccccc3NC(=O)C3CC3)n2)cc1,-1,16,-4,4,0.1,11,1,4,10,10
Fc1ccc(-n2cc(-c3ccccc3)c3c(N4CCOCC4)ncnc32)cc1,7,6,-52*,2,-1.0,2,4,-2,46,-58
O=C(CCCn1c(=O)c2ccccc2n(CC(=O)NCc2ccco2)c1=O)NCc1ccco1,4,-14,-5,1,-0.4,-7,-4,-1,16,-6
COc1ccc(NC(C)=O)cc1NC(C)C(=O)Nc1cc(C(F)(F)F)ccc1N1CCOCC1 (stereo not drawn),-3,1,-7,-18,-0.4,17,5,2,7,14
CN(C)S(=O)(=O)c1ccc(NC(=O)Cn2ccsc2=N)cc1,0,-17,-4,0,-0.2,30,5,1,28,8
CCN(CC(=O)Nc1ccc2c(c1)OCCO2)CC(=O)Nc1ccc2c(c1)OCO2,-2,-13,-3,5,54*,9,-6,0,-4,-2
C=CCNc1nc(NCc2ccccc2)nc(OCC)n1,-2,-4,0,1,0.1,23,-6,2,16,5
CCOc1ccc(CCNS(=O)(=O)c2ccc(-c3ccc(=O)[nH]n3)o2)cc1OCC,6,-13,5,4,3.1,25,-5,-4,31,-12
O=C(C1=C[C@@H](C2CCCCC2)C[C@@H](OCc2ccc(CO)cc2)O1)N1CCN(Cc2ccccc2)CC1,1,-29,-1,2,-0.6,17,-10,10,10,11
Cc1cc(N2CCCC(C(=O)Nc3cccc4ccccc34)C2)n2ncnc2n1 (stereo not drawn),-1,-21,8,-1,-0.2,19,7,2,30,5
O=C(N/N=C/c1cccc([N+](=O)[O-])c1)C1CC(=O)N(c2ccc(Cl)cc2)C1 (stereo not drawn),-1,-24,2,1,1.8,29,2,3,15,19
Cc1ccc(Cn2nc(C)c(NC(=O)c3cc(-c4ccc5c(c4)OCO5)on3)c2C)cc1,1,2,12,0,-0.8,?,3,0,9,35
COCCN(C(=O)COC(=O)/C=C/c1ccccc1Cl)c1c(N)n(Cc2ccccc2)c(=O)[nH]c1=O,-2,nt,4,7,0.6,-92,nt,nt,-7,46
CC(=O)C1=C(C)Nc2cc(C(F)(F)F)ccc2S1,1,14,-13,-4,1.2,-12,3,-1,18,5
O=C(O)C1C2C=CC3(CN(C4CCCC4)C(=O)C13)O2 (stereo not drawn),6,6,-9,-1,0.0,0,5,1,27,-1
Fc1ccc(-c2nnc3ccccn23)cc1,nt,-8,-5,1,-0.3,-12,4,1,17,-4
Cc1ccc(S(=O)(=O)NCC(c2ccco2)N2CCOCC2)cc1 (stereo not drawn),0,10,-3,-2,-0.7,-12,2,-1,22,7
CCCCOc1ccc(NC(=O)C2OC3OC(C)(C)OC3C3OC(C)(C)OC23)cc1 (stereo not drawn),-4,-27,-5,-5,0.1,-3,-6,0,24,2
CC(C)Oc1ccc(N2CC(C(=O)NC3=NCCS3)CC2=O)cc1 (stereo not drawn),-1,-18,2,-2,-1.0,-10,5,1,14,-7
CC(Cc1cccs1)NC(=O)Nc1ccccc1 (stereo not drawn),-2,-37,3,6,0.4,-38,-6,-9,8,-15
NC(=O)C(=O)N/N=C1\CCc2ccccc21,2,-9,-3,-3,0.0,-20,0,2,11,3
COC(=O)c1ccccc1NC(=O)CSc1nnc(CNS(=O)(=O)c2ccc(C)cc2)n1C,nt,-16,6,1,-0.3,6,5,0,11,4
O=C(/C(=N\Nc1ccc([N+](=O)[O-])cc1)Sc1nnnn1-c1ccccc1)c1ccccc1,-3,17,6,2,-0.2,14,8,-3,13,15
O=C1CC(C(=O)Nc2cccc(F)c2)n2c(nc3ccccc32)N1 (stereo not drawn),-7,4,5,-1,-1.2,-2,-5,1,12,-4
CC(C)N(Cc1nc(COc2ccccc2)no1)Cc1nccn1C,nt,-18,-2,0,0.0,21,3,-2,15,0
COc1ccc(CNC(=O)C2CCCN(S(=O)(=O)c3ccc(-n4cnnn4)cc3)C2)cc1 (stereo not drawn),1,-3,5,1,0.3,-4,-2,0,24,22
COc1ccc(/C=N/N2CCN(c3ccncc3S(=O)(=O)N3CCCCC3)CC2)cc1,3,-24,0,3,0.7,3,-2,0,22,12
CC(C)(C)NC(=O)c1ccc2nccnc2c1,-3,-16,1,-1,0.1,29,0,-1,2,34
CC(C)(C)c1nnc(NC(=O)COc2ccc3c(c2)OCO3)s1,0,nt,-13,2,2.1,-81,nt,nt,19,-29
O=C1NCCCC1C(=O)Nc1ccccn1 (stereo not drawn),-19,7,-7,-2,-2.8,15,-3,0,26,-9

Given with two lines to a compound: entries from further up.
Fields: GSK3A inh	KLF5 inh	HSF1 inh	GSK3B inh	HIF act	aSyn UTR inh	IEC-6 cytotox	HSP90 refold inh	AI-2 QS mod	HSF1 activator
O=C(O)C1C2C=CC3(CN(C4CCCC4)C(=O)C13)O2 (stereo not drawn)
    6	6	-9	-1	0.0	0	5	1	27	-1
Fc1ccc(-c2nnc3ccccn23)cc1
    nt	-8	-5	1	-0.3	-12	4	1	17	-4
Cc1ccc(S(=O)(=O)NCC(c2ccco2)N2CCOCC2)cc1 (stereo not drawn)
    0	10	-3	-2	-0.7	-12	2	-1	22	7

Later entries.
canonical_smiles,GSK3A inh,KLF5 inh,HSF1 inh,GSK3B inh,HIF act,aSyn UTR inh,IEC-6 cytotox,HSP90 refold inh,AI-2 QS mod,HSF1 activator
Cc1cccc(/C=C2\Oc3cc(OS(C)(=O)=O)ccc3C2=O)c1,-1,16,-1,-3,2.6,-64,4,-7,32,3
COc1ccccc1OCc1ccc(C(=O)NCC(C)C)o1,1,2,-3,-1,-0.2,5,-6,-2,6,3
O=C(O)c1ccc(CNC(=O)c2ccc(C(F)(F)F)cc2)cc1,1,-11,1,2,-0.8,-38,7,2,32,21
CN1CCN(C(=S)SCC(=O)N2CCCc3ccccc32)CC1,1,-17,8,-1,-3.9,-2,5,0,8,-8
Cc1ccccc1CNC(=O)C1CCCN(c2nnc(C)c3c(C)n(-c4ccccc4)nc23)C1 (stereo not drawn),0,-14,3,7,-1.9,-7,2,5,6,6
O=C(CNS(=O)(=O)c1ccc(Cl)cc1)NNC(=O)c1cccnc1,0,-2,-3,-3,-0.4,-8,2,0,5,-1
CCC(=O)Nc1cc(C(=O)OCc2ccc(C(=O)Oc3ccccc3)cc2)ccc1C,-2,11,19,-1,nt,8,5,6,-5,3
O=C(COc1ccc(Cl)cc1)NCc1nnc(SCC(=O)c2ccccc2)o1,1,0,11,1,-0.1,20,3,3,5,16
Cc1c(C(=O)OCC(=O)N2CC(C)CC(C)C2)oc2ccccc12 (stereo not drawn),-2,nt,7,5,-0.8,8,nt,nt,8,29
Cc1ccccc1CN1CCC(n2nccc2NC(=O)CCCc2ccccc2)CC1,3,1,-2,-1,-0.5,7,-4,-5,27,5
O=C(Nc1ccc(NC(=O)C23CC4CC(CC(C4)C2)C3)cn1)c1ccco1,-2,-58,11,-4,3.9,-144,3,-3,8,20
Cc1ccc(C(=O)N2CCC(Cc3ccccc3)CC2)cc1[N+](=O)[O-],-3,-7,-7,3,-0.2,27,-3,-4,3,-16
CC(=O)NC(CCS(C)(=O)=O)C(=O)Nc1nc(C)cs1 (stereo not drawn),-2,0,-4,1,0.1,28,3,-3,0,9
O=C(NCCCN1CCOCC1)c1cnccn1,-7,-19,2,-1,-0.7,-12,-2,-4,20,-5
CCN(CC)S(=O)(=O)c1cccc(C(=O)Nc2nnc(C)s2)c1,2,-13,-8,2,0.8,-8,6,0,28,3
CCN1CCN(CCNC(=O)c2ccc(CS(=O)(=O)c3ccccc3C)o2)CC1,-2,-8,-6,0,-0.1,-14,0,4,-1,-2
COC(=O)c1sc(N)c(C(=O)OC)c1COC(=O)C1CC(=O)N(Cc2ccco2)C1 (stereo not drawn),-1,-1,-1,-6,-0.2,-10,0,-3,20,-13
CC(C)NC(=O)CSc1nnc(-c2ccco2)n1N,-1,-20,-5,0,-0.7,-22,-2,4,18,0
Cc1ccc(-n2ccnc(SCC(=O)NC3CCCCC3)c2=O)cc1F,nt,nt,1,-2,-0.1,-4,nt,nt,11,-6
CCN1CCCC1CNc1ncnc2c1[nH]c1ccc(Cl)cc12 (stereo not drawn),18,-10,9,0,0.9,-41,5,5,8,12
COc1cccc(NC(=O)CSc2ncnc3c2oc2ccccc23)c1,0,-28,-1,1,0.1,3,2,-1,-2,1
CCCc1noc2c1/C(=N\O)CCC2,1,-32,-1,-5,-0.4,9,-2,-6,-7,-1
COc1ccc(CN2CCN(c3ccccn3)CC2)c(OC)c1,8,-27,0,-2,0.8,13,0,-2,26,6
COc1ccc(S(=O)(=O)Nc2ccccc2SC)cc1C,-2,-20,1,1,-0.3,-6,-3,11,1,25
COc1ccc(/C=N/NC(=S)NCCc2ccccc2)cc1,0,-5,10,1,-1.9,11,5,1,17,20
COc1ccc2c(c1OC)C(=O)OC2Nc1ccccc1S(=O)(=O)C(F)F (stereo not drawn),-1,-17,-5,-1,-0.1,10,2,3,0,0
O=C(NCCSc1c[nH]c2ccccc12)c1ccco1,-1,-34,-2,2,0.9,-29,-4,-2,9,-12
O=C(C#Cc1ccccc1)c1cccc([N+](=O)[O-])c1,-3,-11,61,0,nt,-28,1,5,-49,101*
Cc1ccc(C(NC(=O)NCCCN2CCOCC2)=C(Cl)Cl)cc1F,1,-29,31,3,1.2,-70,6,2,9,69*
CCOC(=O)CSc1nnc(NC(=O)C2CC(=O)N(c3ccc(F)cc3)C2)s1 (stereo not drawn),-3,-17,-6,2,-0.2,-5,-6,-3,16,-8
COc1ccc(S(=O)(=O)Nc2cc(C(=O)NCCC(C)C)ccc2N2CCOCC2)cc1,1,4,17,2,1.2,7,0,-6,17,24
O=C(CSc1nnc(-c2ccncc2)n1Cc1ccccc1)NC1CCCCC1,-6,-9,-6,1,0.2,8,-1,-2,8,-20
CC1Nc2nc(N(C)C)[nH]c(=O)c2NC1C (stereo not drawn),5,-33,nt,nt,nt,nt,4,-1,nt,nt
C=CCn1c(SCc2csc(-c3ccc(Cl)cc3)n2)nnc1-c1ccccc1OC,1,-5,30,1,0.4,-64,0,0,44,58*
Cc1onc(-c2ccccc2)c1C(=O)NCc1cccnc1,-1,-14,-5,2,0.1,-30,-1,0,54,5
O=[N+]([O-])c1cc(S(=O)(=O)N2CCCCC2)ccc1NCCN1CCOCC1,1,-21,-3,-6,-0.4,20,9,3,12,-3
